RBBP9 inhibitor – blocks human serine hydrolase RBBP9 | recombinant RBBP9, FP-Rh probe fluorescence polarization | inhibition, % at 7.94 µM | 220,000 compounds, 0.2% hits;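 active = inhibition above the campaign mean of all tested compounds plus 3 SD, cut at about 14% in these data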;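 note: plate controls were DMSO wells with RBBP9 for no effect and wells lacking RBBP9 protein for full effect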
Target sequence (O75884 whole entry, looked up): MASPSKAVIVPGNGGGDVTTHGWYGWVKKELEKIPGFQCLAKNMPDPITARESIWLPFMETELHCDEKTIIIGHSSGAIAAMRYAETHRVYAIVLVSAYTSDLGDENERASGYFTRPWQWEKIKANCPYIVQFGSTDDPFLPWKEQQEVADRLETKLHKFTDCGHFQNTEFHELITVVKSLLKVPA
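System: RBBP9 protein | Quantity: 2.5 µM RBBP9 dispensing solution, before mixing | Reagent: FP-Rh probe, 375 nM dispensing solution | Timing: Enzyme-compound preincubation 30 min, then probe labeling 45 min, 25 °C | Measured by: Fluorescence polarization | Read-out: % inhibition | Replication: One well per compound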
NPY-Y1 PAM-ag – potentiates or activates human NPY-Y1 receptor. activation, % at 3.6 µM. 220,000 compounds, 0.37% hits. P25929. NPY-Y1 expressing cells, potentiator/agonist activation; in the data active = activation above about 33%, passing the limit was not always enough;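 note: cells stimulated with NPY at EC10 then isoproterenol at EC100; 0% = low agonist plus stimulus and 100% = saturating agonist plus stimulus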
Ba/F3 V617F tox – lowers viability of Ba/F3 cells expressing EpoR and JAK2V617F. inhibition, % at 5.6 µM. ATP luminescence. 220,000 compounds, 1.1% hits;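 active = inhibition above the campaign mean plus 3 SD over all tested compounds, cut at about 24% in these data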;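 note: cytokine-independent growth of Ba/F3 cells driven by EpoR plus mutant JAK2; 0% = DMSO-treated cells and 100% = JAK inhibitor I control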
NPY-Y1 antag – antagonists of human neuropeptide Y receptor Y1. P25929. HEK293-CNG Y1 cells, membrane potential fluorescence; NPY at EC95, then isoproterenol. inhibition, % at 3.6 µM. 200,000 compounds, 1% hits. AID 1040;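 active = inhibition above the campaign mean inhibition of all tested compounds plus 3 SD, cut at about 20% in these data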;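 note: 0% = DMSO wells given NPY plus isoproterenol and 100% = isoproterenol alone without NPY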
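Material: HEK293 cells with Y1 receptor plus CNG channel; times: compound incubation 1 h at room temperature, readout 45 min post-stimulation; signal: fluorescence, membrane potential probe; read-out basis: fluorescence ratio normalized to % inhibition between controls; benchmarks: full-block control isoproterenol-only wells, zero-block control NPY plus isoproterenol wells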
S1P4 ag – activates the human S1P4 receptor; S1P4-expressing cell line, agonist reporter assay; activation, % at 4.98 µM; 220,000 compounds, 0.35% hits; AID 1509; in the data active = activation above about 11%;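 note: 0% = DMSO vehicle and 100% = reference agonist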
S1P4 antagonist – human S1P4 receptor antagonism | O95977 | S1P4-expressing cells, antagonist mode, reporter read-out | inhibition, % at 4.98 µM | 220,000 compounds, 0.26% hits | AID 1510; in the data active = inhibition above about 29%;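 note: 0% = wells stimulated with agonist and 100% = vehicle wells without agonist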
BaF3 tox – reduces parental Ba/F3 cell viability, JAK2V617F counter-screen; CellTiter-Glo ATP luminescence; inhibition, % at 5.6 µM; 220,000 compounds, 1.1% hits; AID 1486;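 active = inhibition above a per-campaign cutoff, the mean inhibition of all tested compounds plus 3 SD, cut at about 27% in these data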;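 note: 0% = DMSO wells and 100% = JAK Inhibitor I control wells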
Runt-CBFb FRET – inhibitors of human RUNX1 Runt domain binding to CBFb; 220,000 compounds, 0.46% hits; Cerulean-Runt/Venus-CBFb FRET ratio 530/480, 1 h; AID 1496; Q01196+Q13951; inhibition, % at 20 µM;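 active = inhibition over about 50% at 20 µM in the single-dose screen, limit read from the data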;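 note: 0% = DMSO wells and 100% = excess unlabeled CBFb competitor control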
Target sequence (Q01196 whole entry, looked up, the tested form may be a part): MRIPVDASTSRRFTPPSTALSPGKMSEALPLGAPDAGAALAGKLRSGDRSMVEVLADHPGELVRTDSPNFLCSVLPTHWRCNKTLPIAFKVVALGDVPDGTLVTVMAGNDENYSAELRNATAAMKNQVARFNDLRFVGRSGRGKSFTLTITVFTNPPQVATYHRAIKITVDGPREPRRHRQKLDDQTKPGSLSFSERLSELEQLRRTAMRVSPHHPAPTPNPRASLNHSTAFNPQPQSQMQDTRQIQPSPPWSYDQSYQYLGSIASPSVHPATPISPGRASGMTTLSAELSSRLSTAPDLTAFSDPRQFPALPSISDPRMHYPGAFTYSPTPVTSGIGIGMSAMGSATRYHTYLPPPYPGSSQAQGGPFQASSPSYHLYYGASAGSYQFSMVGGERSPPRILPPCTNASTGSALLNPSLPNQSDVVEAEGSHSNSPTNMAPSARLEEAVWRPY
Target sequence (Q13951 whole entry, looked up, the tested form may be a part): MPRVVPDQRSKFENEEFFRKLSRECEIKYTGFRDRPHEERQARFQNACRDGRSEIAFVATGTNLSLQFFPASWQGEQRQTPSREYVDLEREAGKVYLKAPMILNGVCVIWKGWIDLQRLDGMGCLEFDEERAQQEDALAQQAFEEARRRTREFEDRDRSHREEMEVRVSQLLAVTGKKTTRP
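Measured by: fluorescence energy transfer, 422 nm excitation, 530/480 nm emission; test system: Cerulean-tagged RUNX1 Runt domain (FRET donor) fusion protein; buffer or medium: Tris pH 7.5 buffer with BSA; compound: one dose, 20 µM compound, 1% DMSO; times: two 1 h room-temperature incubations shielded from light; benchmarks: unlabeled CBFb 5 µM, positive control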
NPY-Y2 PAM-ag – potentiators or agonists of human neuropeptide Y receptor Y2; cells expressing NPY-Y2, potentiator/agonist read-out; activation, % at 3.6 µM; 220,000 compounds, 0.45% hits; in the data active = activation above about 27%;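 note: cells stimulated with NPY near EC25 plus isoproterenol at EC100; 0% = vehicle plus submaximal agonist and 100% = vehicle plus saturating agonist; some results beyond the cut were filed as inactive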
Starred values were filed as active, the others as inactive; nt = no result given. An unsorted share of the library; any-hit rate near 3.6%.

SMILES	RBBP9 inhibitor	NPY-Y1 PAM-ag	Ba/F3 V617F tox	NPY-Y1 antag	S1P4 ag	S1P4 antagonist	BaF3 tox	Runt-CBFb FRET	NPY-Y2 PAM-ag
COCC(C)NC(=S)NCCc1ccc(Cl)cc1Cl (configuration not stated)	1	17	-1	-2	0.1	0	6	nt	-1
COc1ccc(C(C(=O)NC2CCCCC2)N(C(=O)CCl)c2ccc(C)cc2)cc1 (configuration not stated)	-10	8	1	6	0.9	-5	5	-1	-9
COCCn1c(SCC(=O)c2ccc(F)cc2)nnc1C(C)C	1	-4	-2	-6	-1.1	-15	5	2	-3
O=C(CN1CCCCC1)Nc1cccc(Cl)c1Cl	-9	-16	2	0	-2.2	-9	5	-2	-8
CCCCn1c(=O)n(Cc2cccc(F)c2)c(=O)c2c1ncn2Cc1ccco1	-8	-6	0	2	0.1	-18	4	4	14
CC(=O)NC1C(=O)N=C(SCC(=O)NC2CCCCC2)NC1=O (configuration not stated)	-7	-4	0	2	1.4	-6	2	0	4
Cn1c(=O)c2c(nc(Br)n2Cc2ccccc2Cl)n(C)c1=O	0	-11	4	-1	0.9	18	9	-1	-18
O=C(/C=C/c1ccccc1[N+](=O)[O-])N1CCN(c2ccccc2F)CC1	-6	2	2	9	1.2	-14	3	0	-8
COc1ccc(C2C(C#N)=C(C)NC3=C2C(=O)c2ccccc23)cc1 (configuration not stated)	-6	11	-3	5	1.1	-2	1	0	-2
O=c1c(Cc2ccccc2)c(O)ccn1C1CCCCCCC1	6	0	0	-1	1.2	3	1	-1	-5
O=C(/C=C/Nc1ccccc1)C(F)(F)F	-5	3	-2	-5	0.8	-20	5	1	-3
CCOC(=O)C1CCCN(C(=O)C2c3ccccc3Oc3ccccc32)C1 (configuration not stated)	0	25	-1	8	2.5	1	4	0	-16
O=c1oc(-c2ccccc2)nc2c1cnn2-c1ccccc1	3	1	-1	-8	-1.5	-35	3	-2	-4
Cc1c(C)n(C(=O)CSc2ncn[nH]2)c2ccccc12	-6	-9	-1	6	-0.6	13	2	3	-12
Cc1nn(C)c(Cl)c1CN1CCN(C2CCCC2)C(CCO)C1 (configuration not stated)	4	15	1	-1	-0.5	-10	1	1	-11
Cc1cccn2c(CN3CCCC(c4ccccc4)C3)c(C(=O)N3CCOCC3)nc12 (configuration not stated)	1	1	0	7	1.1	9	5	-2	1
NS(=O)(=O)c1cccc(NC(=O)COC(=O)CN2C(=O)C3CC=CCC3C2=O)c1 (configuration not stated)	-3	3	0	0	1.2	-4	5	2	4
CCOC(=O)N1CCN(Cc2cc(=O)oc3ccc4ccccc4c23)CC1	-3	1	-3	18	1.7	-14	-1	0	4
O=C(CNC(=O)c1ccncc1)N/N=C/c1cccc([N+](=O)[O-])c1	-5	-6	7	4	-1.5	23	9	-2	-20
O=C(c1cc2ccccc2oc1=O)N1CCN(C(=O)C2CCCO2)CC1 (configuration not stated)	-3	-18	-2	-1	-0.5	-34	4	1	11

2 entries from above in another layout:
| smiles | RBBP9 inhibitor | NPY-Y1 PAM-ag | Ba/F3 V617F tox | NPY-Y1 antag | S1P4 ag | S1P4 antagonist | BaF3 tox | Runt-CBFb FRET | NPY-Y2 PAM-ag |
| --- | --- | --- | --- | --- | --- | --- | --- | --- | --- |
| O=C(CNC(=O)c1ccncc1)N/N=C/c1cccc([N+](=O)[O-])c1 | -5 | -6 | 7 | 4 | -1.5 | 23 | 9 | -2 | -20 |
| NS(=O)(=O)c1cccc(NC(=O)COC(=O)CN2C(=O)C3CC=CCC3C2=O)c1 (configuration not stated) | -3 | 3 | 0 | 0 | 1.2 | -4 | 5 | 2 | 4 |

Next results:
SMILES	RBBP9 inhibitor	NPY-Y1 PAM-ag	Ba/F3 V617F tox	NPY-Y1 antag	S1P4 ag	S1P4 antagonist	BaF3 tox	Runt-CBFb FRET	NPY-Y2 PAM-ag
C/C(=N\NS(=O)(=O)c1ccc(Br)cc1)c1cccs1	-2	13	-4	1	0.5	-1	2	0	2
Cc1ccc(NC(=O)CC2NCCNC2=O)cc1Cl (configuration not stated)	-5	8	-2	2	0.9	-18	4	5	-2
O=C(CCNC(=O)c1ccccc1Cl)NCC12CC3CC(CC(C3)C1)C2	-9	1	0	0	0.6	-10	8	1	5
COc1ccc(CCn2c(C)cc3c(c2=O)C(c2ccncc2)C(C#N)=C(N)O3)cc1OC (configuration not stated)	-6	-7	-1	2	1.7	-9	1	0	1
Cc1onc(-c2c(F)cccc2Cl)c1C(=O)ONC(=O)c1ccco1	8	10	-5	nt	1.4	4	-4	0	-6
CC(/C=C1\NC(=S)NC1=O)=C\c1ccccc1	-10	13	1	nt	0.6	-7	-2	6	-17
N#Cc1nc(-c2cccs2)oc1NCc1ccc(Cl)cc1	-3	-4	1	3	3.4	-14	4	0	8
O=C(Nc1ccccc1N1CCN(C(=O)c2ccccc2)CC1)c1ccc2c(c1)OCO2	0	-3	2	0	-0.5	-7	5	-1	7
NS(=O)(=O)c1cc(C(=O)NCCc2ccccn2)ccc1Cl	-9	96*	-2	nt	1.3	-19	2	-1	-2
O=C(Nc1ccccc1O)c1c(O)c2c([nH]c1=O)CCCC2	-5	15	-1	2	0.1	6	7	2	4
COc1ccc(NC(=O)C(c2ccc(OC)cc2)N(C)C(=O)CC2NC(=O)NC2=O)cc1 (configuration not stated)	-3	3	0	-2	1.9	-7	6	1	-3
Cc1ccc(-c2nnn(CC(=O)N(c3ccccc3F)C(CC(C)C)C(=O)NCC3CCCO3)n2)cc1 (configuration not stated)	-2	-6	-3	1	0.1	1	6	-11	1
COc1ccc(CNC(=O)CN(c2ccc(OC)cc2)S(=O)(=O)c2c(C)nn(C)c2C)cc1	9	-13	-2	-1	0.5	-6	2	-2	1
CCOC(=O)CSc1nnc(-c2ccc(S(=O)(=O)N3CCC(C)CC3)cc2)o1	-7	-2	-2	-7	2.8	-1	5	-1	15
CNC(=S)N(Cc1ccc2c(c1)OCO2)C1CC(=O)N(c2ccc(F)cc2)C1=O (configuration not stated)	2	0	1	-2	-3.2	-3	1	3	-5
COC(=O)c1cc2c(-c3ccccc3)c(C)c3ccccn3c-2c1C(=O)OC	0	11	15	-3	-3.9	-2	3	9	-1
CCCOc1c(Cl)cc(C(=O)NC)cc1OC	-7	-11	1	-3	0.5	-12	5	1	-7
Cc1c(/N=C(\[O-])Nc2ccc(Br)cc2)sn[n+]1C	-8	29	3	nt	0.9	-10	1	1	18
CN1CCC(N(C)C(=O)NC2CCCCC2)CC1	-2	9	0	2	-0.3	-4	6	-2	12
CCn1cc(S(=O)(=O)CC(=O)NC2CCCCC2)c2ccccc21	-1	1	-3	7	0.2	-9	-1	-2	10

14 structures out of the list, arranged by SMILES length, low to high.
SMILES	RBBP9 inhibitor	NPY-Y1 PAM-ag	Ba/F3 V617F tox	NPY-Y1 antag	S1P4 ag	S1P4 antagonist	BaF3 tox	Runt-CBFb FRET	NPY-Y2 PAM-ag
CCCOc1c(Cl)cc(C(=O)NC)cc1OC	-7	-11	1	-3	0.5	-12	5	1	-7
CN1CCC(N(C)C(=O)NC2CCCCC2)CC1	-2	9	0	2	-0.3	-4	6	-2	12
CC(/C=C1\NC(=S)NC1=O)=C\c1ccccc1	-10	13	1	nt	0.6	-7	-2	6	-17
N#Cc1nc(-c2cccs2)oc1NCc1ccc(Cl)cc1	-3	-4	1	3	3.4	-14	4	0	8
Cc1c(/N=C(\[O-])Nc2ccc(Br)cc2)sn[n+]1C	-8	29	3	nt	0.9	-10	1	1	18
O=C(Nc1ccccc1O)c1c(O)c2c([nH]c1=O)CCCC2	-5	15	-1	2	0.1	6	7	2	4
CCn1cc(S(=O)(=O)CC(=O)NC2CCCCC2)c2ccccc21	-1	1	-3	7	0.2	-9	-1	-2	10
Cc1onc(-c2c(F)cccc2Cl)c1C(=O)ONC(=O)c1ccco1	8	10	-5	nt	1.4	4	-4	0	-6
COC(=O)c1cc2c(-c3ccccc3)c(C)c3ccccn3c-2c1C(=O)OC	0	11	15	-3	-3.9	-2	3	9	-1
CCOC(=O)CSc1nnc(-c2ccc(S(=O)(=O)N3CCC(C)CC3)cc2)o1	-7	-2	-2	-7	2.8	-1	5	-1	15
CNC(=S)N(Cc1ccc2c(c1)OCO2)C1CC(=O)N(c2ccc(F)cc2)C1=O (configuration not stated)	2	0	1	-2	-3.2	-3	1	3	-5
COc1ccc(CCn2c(C)cc3c(c2=O)C(c2ccncc2)C(C#N)=C(N)O3)cc1OC (configuration not stated)	-6	-7	-1	2	1.7	-9	1	0	1
COc1ccc(CNC(=O)CN(c2ccc(OC)cc2)S(=O)(=O)c2c(C)nn(C)c2C)cc1	9	-13	-2	-1	0.5	-6	2	-2	1
Cc1ccc(-c2nnn(CC(=O)N(c3ccccc3F)C(CC(C)C)C(=O)NCC3CCCO3)n2)cc1 (configuration not stated)	-2	-6	-3	1	0.1	1	6	-11	1

Other structures
SMILES	RBBP9 inhibitor	NPY-Y1 PAM-ag	Ba/F3 V617F tox	NPY-Y1 antag	S1P4 ag	S1P4 antagonist	BaF3 tox	Runt-CBFb FRET	NPY-Y2 PAM-ag
CC[n+]1ccccc1/C=C/Nc1ccccc1	-2	7	-4	-1	1.0	-19	4	-15	8
C=CCNCCOCCOc1ccc(Cl)cc1C(C)(C)C	-6	5	1	4	-0.1	-1	5	-1	-6
CN(c1ccccc1C(=O)Nc1ccc2c(c1)OCCO2)S(C)(=O)=O	-11	-3	1	-3	0.9	-34	3	-3	-5
O=C(C1CCCO1)N1CCN(C(c2ccccc2)c2ccccc2)CC1 (configuration not stated)	-8	23	-3	-1	1.9	-5	2	-1	-1
NC(=O)c1ccc(-n2c(CCC(=O)O)ccc2-c2cccs2)cc1	-4	5	3	10	-0.8	-13	3	26	2
COC(=O)C1CCN(Cc2cn(-c3ccccc3)nc2-c2ccc3c(c2)OCO3)CC1	-7	-41	2	11	1.6	-4	4	1	-6
COC(=O)C1=NNC2C(=O)N(c3ccc(C)cc3)C(=O)C12 (configuration not stated)	-5	-4	2	2	1.7	-9	9	1	9
COc1ccc(Nc2ncnc3ccc([N+](=O)[O-])cc23)c(OC)c1	-7	0	-1	5	-0.1	0	8	-2	-14
O=C(c1ccc(S(=O)(=O)NCC2CCCO2)cc1)N1CCc2ccccc21 (configuration not stated)	-7	1	6	3	-3.6	-11	3	1	2
CCOc1cc(Br)c(C(=O)O)cc1OCC	-8	0	1	10	-0.1	-2	3	-2	-3
CCOC(=O)Cn1c(CCC(=O)O)ccc1-c1ccc(F)cc1	4	23	-1	-2	-2.4	-14	2	nt	-2
O=C(O)C1CC(=O)N(C2CCCCC2)C1c1ccccc1 (configuration not stated)	2	6	-4	7	1.3	-3	5	2	-2
O=C(CCN1C(=O)c2ccccc2C1=O)Nc1ccc(-c2nc3ccccc3s2)cc1	-8	-4	-2	2	2.7	5	-2	0	2

Screening results as filed in PubChem BioAssay.
